From PubChem
Cav32 inh = inhibitors of human Cav3.2 T-type calcium channel | 100,000 tested, 4% active | B-score at 10 µM | O95180 | Cav3.2-expressing cells, Fluo-4 calcium fluorescence FDSS; hits give low values;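 active = single-dose well whose peak fluorescence ratio is a statistical outlier from its plate by either plate-standardised score or position-corrected B-score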
Target sequence (O95180 whole entry, looked up): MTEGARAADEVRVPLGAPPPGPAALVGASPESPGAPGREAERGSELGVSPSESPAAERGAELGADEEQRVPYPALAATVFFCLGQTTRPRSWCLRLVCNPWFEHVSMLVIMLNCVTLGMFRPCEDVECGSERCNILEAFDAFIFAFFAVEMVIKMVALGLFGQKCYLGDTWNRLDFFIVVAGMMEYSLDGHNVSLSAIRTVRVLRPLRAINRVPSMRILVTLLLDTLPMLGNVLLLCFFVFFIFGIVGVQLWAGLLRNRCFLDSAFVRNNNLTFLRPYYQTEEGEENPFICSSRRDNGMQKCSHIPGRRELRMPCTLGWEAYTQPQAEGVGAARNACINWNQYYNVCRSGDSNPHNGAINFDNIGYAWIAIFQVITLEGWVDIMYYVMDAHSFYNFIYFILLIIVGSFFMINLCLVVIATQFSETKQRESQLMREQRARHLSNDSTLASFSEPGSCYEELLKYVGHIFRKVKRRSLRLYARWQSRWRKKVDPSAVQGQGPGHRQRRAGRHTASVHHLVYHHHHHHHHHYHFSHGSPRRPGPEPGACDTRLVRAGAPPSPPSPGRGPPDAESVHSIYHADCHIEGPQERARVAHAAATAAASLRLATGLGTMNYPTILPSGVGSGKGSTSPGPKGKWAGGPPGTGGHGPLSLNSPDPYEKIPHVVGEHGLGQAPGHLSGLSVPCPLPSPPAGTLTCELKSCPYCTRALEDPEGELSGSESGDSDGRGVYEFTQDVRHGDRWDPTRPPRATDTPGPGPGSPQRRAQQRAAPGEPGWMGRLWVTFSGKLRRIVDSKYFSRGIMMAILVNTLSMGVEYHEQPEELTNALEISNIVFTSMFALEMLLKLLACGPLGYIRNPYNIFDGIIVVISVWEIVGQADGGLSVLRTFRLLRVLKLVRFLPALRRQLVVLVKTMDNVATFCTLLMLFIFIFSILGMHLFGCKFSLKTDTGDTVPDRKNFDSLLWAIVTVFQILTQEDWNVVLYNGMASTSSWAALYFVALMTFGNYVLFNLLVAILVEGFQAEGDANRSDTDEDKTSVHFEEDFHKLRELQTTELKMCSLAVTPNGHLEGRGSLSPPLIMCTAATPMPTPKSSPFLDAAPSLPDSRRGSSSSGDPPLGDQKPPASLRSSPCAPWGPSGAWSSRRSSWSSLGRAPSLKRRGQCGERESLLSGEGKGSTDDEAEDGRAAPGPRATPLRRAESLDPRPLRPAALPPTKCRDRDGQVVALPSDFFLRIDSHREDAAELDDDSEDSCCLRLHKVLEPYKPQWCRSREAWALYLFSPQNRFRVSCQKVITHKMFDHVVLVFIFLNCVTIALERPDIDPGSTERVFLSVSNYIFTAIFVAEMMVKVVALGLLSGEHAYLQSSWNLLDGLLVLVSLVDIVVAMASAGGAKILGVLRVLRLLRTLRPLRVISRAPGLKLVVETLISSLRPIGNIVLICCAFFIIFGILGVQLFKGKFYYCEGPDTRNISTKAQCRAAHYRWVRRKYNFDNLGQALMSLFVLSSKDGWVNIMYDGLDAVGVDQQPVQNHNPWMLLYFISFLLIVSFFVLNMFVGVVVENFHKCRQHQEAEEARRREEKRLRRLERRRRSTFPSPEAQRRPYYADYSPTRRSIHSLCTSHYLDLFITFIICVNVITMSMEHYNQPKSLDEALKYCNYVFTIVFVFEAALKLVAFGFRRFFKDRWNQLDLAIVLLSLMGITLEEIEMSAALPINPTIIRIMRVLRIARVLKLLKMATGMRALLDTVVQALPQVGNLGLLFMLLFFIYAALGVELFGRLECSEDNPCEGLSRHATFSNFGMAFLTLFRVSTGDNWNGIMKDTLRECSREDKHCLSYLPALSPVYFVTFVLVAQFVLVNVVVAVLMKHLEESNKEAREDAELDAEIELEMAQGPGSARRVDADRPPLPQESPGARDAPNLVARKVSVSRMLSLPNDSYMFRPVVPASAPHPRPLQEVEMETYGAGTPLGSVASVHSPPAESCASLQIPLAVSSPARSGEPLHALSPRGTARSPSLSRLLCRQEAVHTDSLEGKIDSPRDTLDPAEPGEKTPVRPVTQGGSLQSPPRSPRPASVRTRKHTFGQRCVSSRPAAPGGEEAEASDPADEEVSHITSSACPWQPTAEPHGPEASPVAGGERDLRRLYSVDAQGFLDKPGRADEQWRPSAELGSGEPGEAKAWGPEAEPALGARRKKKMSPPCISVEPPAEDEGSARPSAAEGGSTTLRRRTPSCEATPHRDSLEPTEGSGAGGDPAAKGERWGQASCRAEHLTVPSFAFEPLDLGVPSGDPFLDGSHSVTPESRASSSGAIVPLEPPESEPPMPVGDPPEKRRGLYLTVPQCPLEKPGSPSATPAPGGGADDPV
Starred values were filed as active, the others as inactive. This is a subset (hit frequency here may not be typical).

Cav32 inh | SMILES
0.0384 | Cc1cccc(N(NC(=O)C(C)(C)O)C(=O)c2ccccc2)c1
2.01 | Cc1ccc2oc(=O)c3cnn(CC(=O)N4CCCCCC4)c3c2c1
1.59 | CC12CCC(C(=O)NCc3ccc(Cl)cc3)(OC1=O)C2(C)C (stereo unspecified)
1 | CCOC(=O)N1CCN(C(=O)c2cn(CC)c3ccc(S(=O)(=O)N4CCCC4)cc3c2=O)CC1
0.585 | Cc1cc(C)c(S(=O)(=O)N2CCOC2CNC(=O)C(=O)NCc2cccnc2)c(C)c1 (stereo unspecified)
-0.388 | CSc1nc(C)c2c(n1)N(c1ccc(C(F)(F)F)cc1)CC2
-0.14 | COC(=O)c1ccc(Cn2nnc3ccccc3c2=O)o1
-0.162 | CC(=O)/C(=N/Nc1cccc(Cl)c1)N1CCOCC1
-2.07 | CCCOc1ccc(N2CC(C(=O)Nc3ccccc3F)CC2=O)cc1 (stereo unspecified)
-0.403 | Cc1cccc(Nc2nc(-c3cccs3)cs2)n1
0.452 | O=C(CN1C(=O)C2CCCCC2C1=O)Nc1nc(-c2ccccn2)cs1 (stereo unspecified)
-0.207 | Cc1nn(CC(=O)Nc2ccc(C(=O)N(C)C)cc2)c(=O)c2ccccc12
0.767 | COc1ccc(-n2nnnc2SCC(=O)c2ccc(O)c(O)c2)cc1
-0.574 | O=C(NCC1CCCO1)c1ccc2nc(N3CCCCC3)sc2c1 (stereo unspecified)
-1.54 | COc1ccc(C(=O)N2CCN(c3c(C)cccc3C)CC2)cc1OC
-0.157 | Cc1cc(C)c2c(=O)[nH]c(=O)n(Cc3ccccc3)c2n1
0.538 | CCOc1ccc(C(O)Cc2nc3ccccc3n2C)cc1 (stereo unspecified)
0.864 | CCc1nnc2c3cnn(-c4ccccc4)c3ncn12
-0.0247 | CCCCOC(=O)Nc1sc2nc(C)cc(C)c2c1-n1cccc1
-0.00963 | CCOC(=O)N1CCN(C(=O)c2cn(C)c(=O)c3c2c2ccccc2n3C)CC1
0.00905 | O=C(Cc1ccccc1)Nc1scc(-c2ccccc2)c1C(=O)N1CCOCC1
0.139 | CN1CC(=O)N(CC(=O)Nc2ccc(Cl)c(C(F)(F)F)c2)C1=O
0.285 | CC(=O)NCC(=O)OCC(=O)Nc1ccc(C(C)=O)cc1
0.0136 | O=C(O)CCCn1nc(-c2ccccc2)c2ccccc21
1.65 | CC1=C(c2ccccc2)CCC1=O
-1.33 | COc1cccc(-n2c(SCC(=O)Nc3cc(C)on3)nc3c([nH]c4ccccc43)c2=O)c1
1.99 | CC(C)C(O)(C#CCN1CCCC1)c1ccccc1 (stereo unspecified)
0.00299 | C[N+]1(CC(=O)Nc2ccc(F)cc2)CCN(C(=O)c2ccco2)CC1
0.33 | O=C(c1ccco1)n1nc(NCc2ccccc2)nc1NCc1ccccc1
-0.298 | COCC(C)n1c(C)cc(C(=O)CSc2nc3ccccc3c(=O)[nH]2)c1C (stereo unspecified)
0.132 | CC(CN1CCOCC1)C(=O)c1ccccc1 (stereo unspecified)
-0.0344 | O=C1c2ccccc2C(=O)N1CCn1nc(Cl)nc1Cl
0.871 | Cc1cc2ncn(C(=O)N3CCCCCC3)c2cc1C
1.12 | COc1ccc(C2NC(=O)N(CCCC(=O)O)C(C)=C2C(=O)OCc2ccccc2)cc1 (stereo unspecified)
0.22 | CC(=O)c1ccc(N2CCN(C(=O)c3cc4c(-c5ccccc5F)nn(C)c4s3)CC2)cc1
-6.74* | O=C(Cc1ccc(S(=O)(=O)N2CCOCC2)s1)NCCC(c1ccccc1)c1ccccc1
0.258 | CCCS(=O)(=O)N1CCN(CCCc2ccccc2)CC1
-2.16 | CCCOc1cccc(NC(=O)c2cc(C)oc2C)c1
-0.468 | O=S(=O)(N1CCCCC1)N1CCN(c2ccc(F)cc2)CC1
0.894 | O=C1CCCN1CC(O)CS(=O)(=O)c1ccccc1 (stereo unspecified)
-0.754 | Cc1cc2ccccc2cc1CN1CCOCC1
0.596 | CCCCC1=CC2=CC(=O)C(C)(OC(=O)CC)C(=O)C2=CN1Cc1ccc(OC)cc1 (stereo unspecified)
-1.24 | CN(Cc1ccccc1)c1nc(-c2ccc([N+](=O)[O-])cc2)nc2ccccc12
0.906 | O=C1CSC(c2ccccn2)N1c1ccc2ccccc2c1 (stereo unspecified)
-1.02 | FC(F)(F)c1cc(CCN2C(=S)NC[C@@H]2Cc2ccccc2)cc(C(F)(F)F)c1
1.92 | CCOC(=O)[C@H](CCc1ccccc1)N[C@H]1CCc2ccccc2N(CC(=O)O)C1=O
1.42 | O=C(c1ccco1)N1CCN(Cc2nc3ccc([N+](=O)[O-])cc3c(=O)n2-c2ccccc2F)CC1
-0.182 | Cc1ccc(N(C(=O)C2CCC(=O)N2)C2(C(=O)NC3CCCC3)CCCCC2)cc1 (stereo unspecified)
-1.23 | O=C(c1ccc2c(c1)OCO2)N1CCCC(c2ccccc2)C1 (stereo unspecified)
0.0722 | COC(=O)c1[nH]c2ccc(C)cc2c1NC(=O)CCN1CCN(Cc2ccc3c(c2)OCO3)CC1
0.712 | COc1ccc(-c2cc(C(=O)O)[nH]n2)cc1OC
-0.245 | Cn1nc(-c2ccccc2F)c2cc(C(=O)Nc3ccc4c(c3)OCCO4)sc21
-2.32 | CCc1oc2ccccc2c1C(=O)c1cc(Br)c(O)c(Br)c1
-2.49 | COc1ccc(OC)c(NC(=O)CSc2nnc(Cc3cccn3C)n2-c2ccc(F)cc2)c1
0.717 | C=CCNC(=O)c1c(N)n(-c2cccc(S(N)(=O)=O)c2)c2nc3ccccc3nc12
0.258 | Cc1cc(C)n2nc(C(=O)OCCOc3cccc(Br)c3)nc2n1
0.383 | O=C(CSCc1ccccc1)NCc1ccc2c(c1)OCO2
-1.2 | CCCCNS(=O)(=O)c1ccc(OC)c(C)c1
0.138 | O=C(c1cccn(Cc2cccc(Cl)c2)c1=O)N1CCOCC1
-0.106 | Cc1cccc(C)c1NC(=O)C1C2C=CC(C2)C1C(=O)NCc1ccccn1 (stereo unspecified)

Shown with bars between the fields: 6 of the compounds above.
smiles | Cav32 inh
CCOC(=O)[C@H](CCc1ccccc1)N[C@H]1CCc2ccccc2N(CC(=O)O)C1=O | 1.92
O=C(c1ccco1)N1CCN(Cc2nc3ccc([N+](=O)[O-])cc3c(=O)n2-c2ccccc2F)CC1 | 1.42
CC(=O)NCC(=O)OCC(=O)Nc1ccc(C(C)=O)cc1 | 0.285
CCc1nnc2c3cnn(-c4ccccc4)c3ncn12 | 0.864
CSc1nc(C)c2c(n1)N(c1ccc(C(F)(F)F)cc1)CC2 | -0.388
C=CCNC(=O)c1c(N)n(-c2cccc(S(N)(=O)=O)c2)c2nc3ccccc3nc12 | 0.717

New compounds follow.
Cav32 inh | SMILES
1.05 | O=C(NCCCc1ccccc1)c1cccs1
0.681 | O=C(NCc1cccs1)NC1CCCCC1
-0.0214 | CCOCCCNC(=O)Cn1ncc2c(=O)oc3ccccc3c21
0.928 | O=C(Nc1ccc(F)cc1)c1ccccc1
-0.391 | COc1ccc(-c2cc(-c3ccc(OC)cc3)[nH]n2)cc1
1.47 | C(=N\c1nc2ccccc2n1CCN1CCCCC1)/c1ccc2c(c1)OCO2
-0.711 | O=C(NC1CCCC1)c1nc2c(nnn2Cc2cccc(Cl)c2)c(=O)[nH]1
-1.33 | COc1ccc2[nH]c(C)c(CCN(Cc3cccs3)C(=S)Nc3ccccc3OC)c2c1
0.0601 | COc1ccc(NS(=O)(=O)c2cccc(C(=O)N/N=C(\C)c3ccc(-n4ccnc4)cc3)c2)cc1
-0.81 | O=C(CCC1CCCCC1)Nc1ccccc1O
-0.0185 | Cc1ccc2[nH]c3c(c2c1)CC/C(=C/c1ccccc1)C3=O
-1.95 | CN(Cc1ccccc1)C(=O)COC(=O)c1cc(-c2ccc(Cl)s2)nc2ccccc12
-1.01 | COc1ccc(Cl)cc1NC(=O)CN(C)C(C)C(=O)NCC1CCCCC1 (stereo unspecified)
-0.101 | CN(C)CCN1C(=O)c2oc3ccc(Cl)cc3c(=O)c2C1c1cccc(Br)c1 (stereo unspecified)
0.236 | O=C(NCc1ccc2c(c1)OCO2)c1cc2ccccc2oc1=O
0.238 | Cc1ccccc1OCC(=O)N/N=C/c1cccn1C
0.0801 | COCCn1nnnc1SCC(=O)N1CCCCC1
-0.0214 | Clc1ccc(CNC2CCCC2)c(Cl)c1
0.0346 | Cc1nn(C)c2ncc(C(=O)c3cc(F)ccc3O)cc12
-0.319 | CCCCSc1cc(=O)n(-c2ccccc2)nc1C(=O)OCC
0.644 | COC(=O)c1ccc(C23CC4(C2)[C@H](CN(Cc2ccc(-c5ccccc5)cc2)[C@@H]4c2ccccc2)C3c2ccc(Cl)nc2)cc1 (stereo partly specified)
0.517 | COc1ccc(C(=O)Nc2ccc(S(=O)(=O)Nc3onc(C)c3C)cc2)cc1OC
0.913 | O=C(NCCCN1CCCCCC1)C1CC(=O)N(CCc2ccccc2)C1 (stereo unspecified)
-0.0264 | COc1cccc(C2=NOC(C(=O)Nc3cccc(C(C)=O)c3)C2)c1OC (stereo unspecified)
-0.278 | O=c1cc(C(Cl)(Cl)Cl)oc2c1ccc1ccccc12
-7.56* | CC(C)(C)NC(=O)CN(C(=O)Cn1nnc(-c2ccc(Cl)cc2)n1)C1CCN(Cc2ccccc2)CC1
-0.561 | C=C(C)c1ccc(C(C)(C)NC(=O)NCc2ccco2)cc1
0.292 | Cc1ccccc1S(=O)(=O)Cc1ccc(C(=O)N2CCN(c3ccc(F)cc3)CC2)o1
-2.47 | CCCCCn1c(NC(=O)c2ccco2)c(S(=O)(=O)c2ccc(C)cc2)c2nc3ccccc3nc21
0.793 | CCOC(=O)c1sc(NS(=O)(=O)c2ccc(NC(C)=O)cc2)nc1C
-0.0544 | O=C(c1ncc[nH]1)c1ccccc1C(=O)N1CCOCC1
0.0359 | COc1ccc(-c2oc3ncnc(NCCCN4CCOCC4)c3c2-c2ccc(OC)cc2)cc1
0.0324 | COC(=O)c1cc2c(cc1Cl)SC(=NCCCN1CCOCC1)NS2(=O)=O
-0.0248 | CN(C)CCCNCCCNC(=O)/C=N/O
-0.502 | CCn1c(N)c(C(=O)NCCOC)sc1=S
-0.605 | CSc1nsc(SC)c1C(=O)OCC(F)(F)F
-0.271 | Cc1ccc(-c2cc(C(=O)Nc3cnn(C(C)C)c3)no2)cc1
-0.441 | CCn1c(=O)cc(SCC(=O)Nc2cccc(SC)c2)c2ccccc21
-0.929 | O=C(Cc1cccs1)Nc1ccc(Cl)cc1
-1.54 | C=CCSc1nc2sc(C)c(C)c2c(=O)[nH]1
0.584 | CC(C)CN(Cc1cc2ccccc2[nH]c1=O)C(=O)c1cccnc1
-3.24 | O=C(OCCN(C1=NS(=O)(=O)c2ccccc21)c1ccccc1Cl)c1ccc(Cl)cc1
-1.08 | C(/C=C/c1ccco1)=N/N1CCN(c2ccccc2)CC1
0.0389 | O=C(O)CN=C1NC2(CCCC2)Cc2ccccc21
0.809 | O=C(c1cc(S(=O)(=O)N2CCOCC2)ccc1F)N1CCCc2ccccc21
0.544 | CCOC(=O)C1CCCN(C(=S)Nc2ccc(C)cc2C)C1 (stereo unspecified)
-0.242 | O=C(CSc1nnc(-c2ccncc2)n1C1CCCCC1)Nc1cccc(O)c1
-2.07 | CCc1ccc(OCC(=O)NC(=S)Nc2ccc(S(=O)(=O)NC3CCCCC3)cc2)cc1
-0.286 | CC(=O)Oc1ccc(-c2cccc(C(=O)O)c2)cc1
1.18 | COC(=O)Cc1cc(=O)[nH]c(/N=C(\N)Nc2ccccc2)n1
-0.803 | CCCCC(=O)Nc1cccc(-c2nnc(-c3ccccc3)o2)c1
1.67 | CCC(Sc1ccc2nnc(-c3cccnc3)n2n1)C(=O)O (stereo unspecified)
0.0283 | CC(C)CCNC(=O)COc1ccc2c3c(c(=O)oc2c1)CCC3
-5.08* | Oc1sc(C=Nc2ccccc2)c2ccccc12
0.687 | CCOC(=O)CSc1nnc2c(n1)C1(C)CCC2C1(C)C (stereo unspecified)
0.0509 | Cc1ccccc1-c1nc(CN2CCC(C(=O)N3CCC(C(N)=O)CC3)CC2)c(C)o1
-1.87 | CN(C)c1ccccc1C(=O)c1ccccc1N(C)C
0.858 | CC(C)(C)NC(=O)Cn1nnnc1-c1nonc1N
-5.12* | CC(Sc1ccc(Cl)cc1)C(=O)Nc1ccc(S(=O)(=O)N2CCOCC2)cc1 (stereo unspecified)
0.117 | Cc1scc(C(=O)N2CCN(S(C)(=O)=O)CC2)c1-c1ccccc1

Look-ups from the entries so far:
`CN(C)c1ccccc1C(=O)c1ccccc1N(C)C` in Cav32 inh reads -1.87
`CC(Sc1ccc(Cl)cc1)C(=O)Nc1ccc(S(=O)(=O)N2CCOCC2)cc1` (stereo unspecified) in Cav32 inh reads -5.12*

More structures
Cav32 inh | SMILES
-1.26 | CC(C)CCNc1nc2c(cc1C#N)COC(C)(C)C2
-0.375 | O=C(CC1C(=O)N(c2ccc(F)cc2)C(=O)N1Cc1ccccn1)Nc1ccccc1 (stereo unspecified)
0.254 | COc1ccc(N(CC(=O)NCc2ccco2)S(C)(=O)=O)cc1Cl
0.0692 | CC(NC(=O)C(Cc1ccccc1)NC(=O)c1ccccc1)C(=O)O (stereo unspecified)
-1.67 | Cc1ccc(-c2nc(CS(=O)CC(=O)NCc3ccccc3)c(C)o2)cc1 (stereo unspecified)
0.0244 | COc1c(O)ccc2cnn(-c3ccccc3C)c(=O)c12
-0.242 | CC(=O)n1cc([C@@H]2C=C(C(=O)N3CCN(Cc4ccccc4)CC3)O[C@H](OCc3ccc(CO)cc3)C2)c2ccccc21
-2.1 | O=C(CCNC(=O)c1ccc(Br)o1)NC1CCCC1
-0.41 | CCCn1cc(SCC(N)=O)c2ccccc21
0.0871 | O/N=C/c1cccn1-c1ccc(O)cc1
0.243 | COc1ccc(-c2nc(CN3CCCC(C(=O)NC4CCCC4)C3)c(C)o2)cc1 (stereo unspecified)
0.379 | COc1ccc(CCNc2ccc(C(CC(N)=O)NC(=O)c3ccccc3)cc2[N+](=O)[O-])cc1 (stereo unspecified)

Part of the list above in another layout:
Molecule	Cav32 inh
COc1ccc(N(CC(=O)NCc2ccco2)S(C)(=O)=O)cc1Cl	0.254
CC(NC(=O)C(Cc1ccccc1)NC(=O)c1ccccc1)C(=O)O (stereo unspecified)	0.0692
Cc1ccc(-c2nc(CS(=O)CC(=O)NCc3ccccc3)c(C)o2)cc1 (stereo unspecified)	-1.67
COc1c(O)ccc2cnn(-c3ccccc3C)c(=O)c12	0.0244
CC(=O)n1cc([C@@H]2C=C(C(=O)N3CCN(Cc4ccccc4)CC3)O[C@H](OCc3ccc(CO)cc3)C2)c2ccccc21	-0.242
